Compound activity from PubChem BioAssay.
FBPA Giardia inh – qHTS Assay for Inhibitors of Fructose-1,6-bisphosphate Aldolase from Giardia Lamblia; purified Giardia FBPA; actives 0.71% (n = 290,000); Potency, µM (highest dose often 59.6 µM), for inactives: at the top dose activity, negative = inhibition, hits mostly inhibitors; A8B2U2; AID 2451, 2010; note: potency is the fitted concentration of half-maximal effect; % is set by controls: 0 for no effect and ±100 for the full control effect; nearly all actives have a fitted effect of over 55% in size
Target sequence (A8B2U2 whole entry, looked up): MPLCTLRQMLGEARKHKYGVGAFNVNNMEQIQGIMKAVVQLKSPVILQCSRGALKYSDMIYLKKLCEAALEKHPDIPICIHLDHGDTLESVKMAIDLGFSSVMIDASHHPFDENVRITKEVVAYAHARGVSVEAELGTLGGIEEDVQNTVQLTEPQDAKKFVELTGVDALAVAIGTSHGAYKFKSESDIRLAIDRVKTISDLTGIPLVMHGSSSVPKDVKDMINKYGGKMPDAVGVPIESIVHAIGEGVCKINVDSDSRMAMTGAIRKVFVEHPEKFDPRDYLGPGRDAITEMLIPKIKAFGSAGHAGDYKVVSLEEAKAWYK
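40 nM FBPA preincubated 10 min at RT with compound (up to 57.5 uM final), then substrate plus GAPDH/TPI/NAD/arsenate coupling and diaphorase/resazurin added. Fluorescence read after 20 min at RT, 525/598 nm.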
AMA1-RON2 inh – qHTS for Inhibitors of AMA1-RON; Towards Development of Antimalarial Drug Lead: Primary Screen | actives 0.2% (n = 360,000) | Potency, µM (titrated, usually from 58.2 µM), for the others: at the highest dose activity change, negative = inhibition, most hits filed as inhibitors | AlphaScreen AMA1-biotinylated RON2 peptide binding;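 note: potency is the fitted concentration of half-maximal effect; 0% = vehicle wells and -100% = peptide control; nearly all actives have a fitted effect of over 45% in size; some results filed as inactive show a strong effect at the top dose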
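AMA1 (3D7) with his tag at 25 nM final met compounds first, then biotinylated RON2 peptide at 25 nM; detection used donor plus acceptor beads, 10 µg/mL apiece, read by AlphaScreen after 30 min at room temperature.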
AmpC inh detg – qHTS Inhibitors of AmpC Beta-Lactamase (assay with detergent); P00811; AmpC hydrolysis of nitrocefin, absorbance 480 nm, 0.01% Triton; Potency, µM (series often up to 114 µM), for the others: at the highest dose activity change, negative = inhibition, most hits filed as inhibitors; actives 0.041% (n = 370,000);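 note: potency is the fitted concentration of half-maximal effect; 0% = no-compound wells and -100% = no-enzyme wells; nearly all actives have a fitted effect of over 25% in size; some results filed as inactive show a strong effect at the top dose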
Target sequence (P00811 whole entry, looked up): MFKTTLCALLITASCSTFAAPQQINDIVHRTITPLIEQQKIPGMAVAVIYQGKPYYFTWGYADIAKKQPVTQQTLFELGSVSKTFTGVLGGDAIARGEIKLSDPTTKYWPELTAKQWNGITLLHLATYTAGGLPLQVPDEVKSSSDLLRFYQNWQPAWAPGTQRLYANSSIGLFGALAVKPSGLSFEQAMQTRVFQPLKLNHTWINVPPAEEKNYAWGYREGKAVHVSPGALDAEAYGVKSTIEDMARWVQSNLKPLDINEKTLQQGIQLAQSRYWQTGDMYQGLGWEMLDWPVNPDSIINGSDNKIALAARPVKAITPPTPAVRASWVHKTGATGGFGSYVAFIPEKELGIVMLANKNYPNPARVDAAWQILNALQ
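20 mM phosphate pH 7.0 + 0.01% (detergent screen) or 0.0001% Triton X-100; 5.3 nM AmpC reagent; cpd preinc 15 min RT; nitrocefin (800 uM stock) to start; A480 q20 s × 4 min; Activity was normalised to no-enzyme and no-compound control wells.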
HCMV antiviral – qHTS Assay for inhibitors of the human cytomegalovirus (HCMV); HFF cells, HCMV-luciferase reporter, 72 h; stronger effect = lower value; activity change, negative = inhibition, % at 57.5 µM; actives 4.5% (n = 410,000); in the data active = activity change below about -60%; inconclusive = no clear call, values can overlap the other calls; inactive = above about -39%; note: % is set by controls: 0 for no effect and ±100 for the full control effect
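After 16 h attachment at 37C, HFF cells received test compound and HCMV-luciferase (1 PFU/cell); reporter luminescence read 72 h later, data normalized against buffer-only and known inhibitor Salinomycin.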
CHX counter – Cycloheximide Counterscreen for Small Molecule Inhibitors of Shiga Toxin; cell reporter, cycloheximide protein synthesis inhibition counterscreen; max response, %; actives 12% (n = 300,000); in the data active = max response mostly above about 13%, no sharp cut-off; inactive = mostly below about 14%; note: read at 38.3 µM for the half of the compounds with a filed dose; 0% is about no effect
AmpC inh no detg – qHTS Inhibitors of AmpC Beta-Lactamase (assay without detergent); AmpC nitrocefin hydrolysis, absorbance 480 nm, 0.0001% Triton; AID 485341, 2010; Potency, µM (titrated, usually from 57.1 µM), without a hit: top-dose activity change, negative = inhibition, hits mostly inhibitors; actives 0.52% (n = 330,000); P00811;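 note: potency is the fitted concentration of half-maximal effect; plate controls were no compound for no effect and no enzyme for full effect; nearly all actives have a fitted effect of over 20% in size; some results filed as inactive show a strong effect at the top dose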
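AmpC (5.3 nM in the dispensed reagent) in 20 mM phosphate pH 7.0 with 0.01% (detergent screen) or 0.0001% Triton X-100 was preincubated with compounds for 15 min at room temperature. Nitrocefin was then added from an 800 uM solution, and hydrolysis was followed at 480 nm.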
Shiga inhibitor – A qHTS for Small Molecule Inhibitors of Shiga Toxin; Vero cells, Shiga toxin protein synthesis inhibition reporter; inhibition, % at 38.7 µM; actives 9.2% (n = 290,000); in the data active = inhibition mostly above about 28%, no sharp cut-off; inactive = mostly below about 43%; note: 0% is about no effect
An asterisk follows results filed as active; ? = inconclusive; . = no result given; & = joins results of further samples; [ ] = another dose, or the depositor's remark. Unless noted, calls come from the whole dose curve; as a rule, active = well fitted curve in the direction sought with a large enough effect; inconclusive = small, poorly fitted or top-dose-only effect, or another doubt; inactive = no such curve, though single readings can be large; an effect the other way counts as inactive or inconclusive. Compounds were not picked by outcome. About 16% of those tested had a hit in this group.

SMILES	FBPA Giardia inh	AMA1-RON2 inh	AmpC inh detg	HCMV antiviral	CHX counter	AmpC inh no detg	Shiga inhibitor
Cc1cc(NC(=O)COC(=O)c2cccc(O)c2)no1	-25%	-1%	3%	-65*	6	-10%	29
O=C(/C=C/c1ccccc1[N+](=O)[O-])N1CCN(C(=O)c2ccco2)CC1	-1%	38%[activator]	3%	-23	1	-8%	-10
CN(CC(=O)Nc1ccc(F)c(F)c1)S(=O)(=O)c1cccc2nsnc12	1%	-2%	-10%	-19	0	-24%	-3
CCCn1c(NCc2ccccc2NS(=O)(=O)c2ccc(C)cc2)nc2ccccc21	2%	-1%	-5%	-26	-3	-26%	-12
O=C(NCc1ccco1)c1ccc(N2CCCC2=O)cc1	2%	0%	-6%	36	9	-15%	22
COc1cc(C(C)=O)ccc1OC(=O)CN1C(=O)c2ccccc2C1=O	8%	12%	1%	?	-3	-4%	-4
O=C(CCl)c1ccc(Cc2ncc(C(F)(F)F)cc2Cl)s1	0%	-5%	?	6	-1	-17%	-15
COc1ccc(-c2nc(SCC(=O)Nc3cc(C)on3)n[nH]2)cc1	-1%	-1%	-5%	.	3	-36%	29
CCOC(=O)N1CCN(C(=O)CN(C2CCCCC2)S(C)(=O)=O)CC1	6%	2%	1%	36	-2	-20%	-14
C=CCn1c(SCc2nc3ccccc3[nH]2)nnc1-c1ccc(OC)cc1	-2%	-1%	-8%	?	0	-19%	-14
O=C(COC(=O)c1c2c(nc3ccccc13)CCCCC2)NCc1ccc2c(c1)OCO2	4%	-8%	8%	?	1	-1%	1
CCN=C1SC(C(=O)Nc2cccc(Cl)c2)CC(=O)N1CC (stereo unspecified)	-1%	-2%	0%	-14	11	-3%	-11
O=C(c1ccc(NS(=O)(=O)c2cccc(F)c2)cc1)N1CCCCC1	.	-8%	0%	-73*	-1	-8%	2
COc1ccccc1N=Nc1c(O)[nH]c(=S)[nH]c1=O	-12%	5%	7%	?	18*	0%	29*
CC(C)OCC(O)CS(=O)(=O)Cc1ccccc1 (stereo unspecified)	-3%	12%	-5%	-12	11	-10%	9
CCN1CCN(c2ccc(S(=O)(=O)N3CCCCC3)cc2NC(=O)C(C)Oc2ccc(F)cc2)CC1 (stereo unspecified)	.	-6%	-3%	-10	.	237%[activator]	.
O=C(Nc1ncccn1)c1ccc([N+](=O)[O-])cc1Cl	4%	.	?	61	-2	-7%	0
O=C(CCn1nnc(-c2cccs2)n1)NCc1ccccc1Cl	5%	37%	8%	14	-4	-25%	-10
CC(=O)c1c(C)oc2ccc(O)c(CN3CCOCC3)c12	-8%	-2%	-1%	23	-8	-3%	-9
COc1cc(C(=O)N(C)CCOc2ccc(C)cc2)ccc1OC1CCN(C(C)=O)CC1	3%	-5%	0%	36	38	103%[activator]	24
Cc1ccc(CNC(=O)C2CCC(=O)N(C3CCCC3)C2)c(F)c1F (stereo unspecified)	4%	-5%	?	-23	13	19%	-5
COc1nc(-c2ccccc2)ccc1-c1noc(COc2ccccc2)n1	18%	12%	-2%	12	17	.	24
C=CCn1c(SCC(=O)/C(C#N)=C(\C)N)nc2sc(CC)cc2c1=O	-7%	10%&1%	-1%	-4&-27	7	0%	18
CN1C(=O)/C(=C\c2ccc(N3CCCCCC3)cc2)C(=O)NC1=S	-13%	-2%	3%	-1	17	-28%	-1
Nc1nc(CN2CCN(c3ccccc3)CC2)nc(N2CCCc3ccccc32)n1	-2%	-7%	-2%	34	-4	119%[activator]	19
The list continues:
SMILES	FBPA Giardia inh	AMA1-RON2 inh	AmpC inh detg	HCMV antiviral	CHX counter	AmpC inh no detg	Shiga inhibitor
O=C(NCCCn1ccnc1)Nc1ccc2c(c1)OCO2	-13%	0%	1%	-14	39*	-10%	76*
CCCCCCCCCCCCCC/C(C(=O)O)=C(\C)C(=O)O	11%	.	.	.	-8	.	-5
C[C@]12C=CC(=O)C=C1C=C[C@@H]1C2CC[C@]2(C)C(=O)CCC12 (stereo partly specified)	6%	0%	6%	?	-2	-10%	-2
O=c1oc(-c2ccc(C(F)(F)F)cc2)nn1Cc1cc(Cl)ccc1O	-8%	.	.	.	-1	.	-4
CC(=O)c1c(C)[nH]c(C(=O)CSc2nc3ccccc3n2C)c1C	-1%	0%	0%	-78*	-2	-20%	-10
S=C(NNc1ccnc2cc(Cl)ccc12)Nc1ccccc1Cl	-15%	-6%	-6%	-24	23*	-22%	52
CCN(CC)CCCn1c(C)cc2c(c1=O)C(c1ccccc1)C(C#N)=C(N)O2 (stereo unspecified)	-4%	-7%	3%	-36	6	-39%	21
CN(CC(=O)NCc1ccccc1F)S(=O)(=O)c1ccc(Cl)cc1	7%	0%	-1%	-19	6	-14%	-3
Cc1nnsc1S(=O)(=O)c1ccccc1	7%	-4%	-6%	?	-4	-13%	-5
COc1ccc(COC(=O)c2cccc(S(=O)(=O)N3CCCC3)c2)cc1F	.	15%	-5%	11	-2	37%	-6
COc1cccc(NC(=O)CSc2nnc(-c3cccc(OC(C)C)c3)n2N)c1	-9%	8%	-15%	56	-2	-9%	-13
Cc1ccccc1C(=O)Nc1nnc(CC(=O)N/N=C/c2cn(Cc3ccccc3)c3ccccc23)s1	-2%	95%[activator]	-10%	-16	-2	-38%	-2
COc1ccc(OC)c(NC(=O)c2cccnc2)c1	6%	-3%	-12%	-5	-1	82%[activator]	.
CCCCC(=O)Nc1ccc(C(=O)NCCc2ccccc2)cc1	-1%	?	?	58	31*	-44%	11
Cc1ccc(CNC(=O)CN2C(=O)C3(OCCCO3)c3ccccc32)cc1	3%	-3%	-10%	-1	-3	-37%	-11
Cc1ccccc1CCNC(=O)C1CCCN(c2cnccn2)C1 (stereo unspecified)	-1%	-8%	-14%	-21	9	1%	-6
O=C(CO/N=C/c1ccccc1)Nc1c(F)c(F)c(F)c(F)c1F	11%	4%	?	?	3	-15%[11.4 µM]	-9
O=C(c1cc2ccccc2oc1=O)N(Cc1ccccc1)CC1CCCO1 (stereo unspecified)	0%	11%	1%	13	6	-6%	16
C/C=C1/CN2CC[C@]34C(=C(C=O)[C@H]1C[C@@H]23)Nc1ccccc14	?	.	.	.	10	.	8
Cn1cc2cc(NC(N)=S)ccc2n1	?	6%	0%	-12	-5	-1%	-3
CCOC(=O)c1cnc2c(C)c(Cl)ccc2c1N1CCN(CC)CC1	?	-14%	5%	13	0	242%[activator]	-12
CCOP(=O)(/C=C(\Cl)c1ccccc1)C(O)c1ccc(F)cc1 (stereo unspecified)	12%	2%	1%	0	-7	-5%	8
COc1ccccc1OCCC(=O)OCC(=O)Nc1ccc2c(c1)OCCO2	.	1%	.	-27	.	-1%	.
O=C(NCc1ccncc1)c1ccc(NS(=O)(=O)c2cccc([N+](=O)[O-])c2)cc1	.	7%	0%	-29	.	-36%	.
CCN(C(=O)C1CCCN(c2nc(-c3ccc(OC)cc3)no2)C1)c1ccccc1F (stereo unspecified)	-11%	-11%	?	-36	2	131%[activator]	4

Given with values under each structure: part of the list above
Below each compound: FBPA Giardia inh	AMA1-RON2 inh	AmpC inh detg	HCMV antiviral	CHX counter	AmpC inh no detg	Shiga inhibitor
COc1ccc(COC(=O)c2cccc(S(=O)(=O)N3CCCC3)c2)cc1F
 : .	15%	-5%	11	-2	37%	-6
COc1ccccc1OCCC(=O)OCC(=O)Nc1ccc2c(c1)OCCO2
 : .	1%	.	-27	.	-1%	.
Cc1ccccc1CCNC(=O)C1CCCN(c2cnccn2)C1 (stereo unspecified)
 : -1%	-8%	-14%	-21	9	1%	-6
Cc1ccc(CNC(=O)CN2C(=O)C3(OCCCO3)c3ccccc32)cc1
 : 3%	-3%	-10%	-1	-3	-37%	-11
Cn1cc2cc(NC(N)=S)ccc2n1
 : ?	6%	0%	-12	-5	-1%	-3

The list continues:
SMILES	FBPA Giardia inh	AMA1-RON2 inh	AmpC inh detg	HCMV antiviral	CHX counter	AmpC inh no detg	Shiga inhibitor
Cc1ccc(C(=O)OCC(=O)N2CCOCC2)cc1	3%	16%	-8%	-23	27*	-13%	50*
COc1ccc(NS(=O)(=O)c2ccc(C(=O)Nc3c(C)n(C)n(-c4ccccc4)c3=O)cc2)cc1	.	29%	.	-19	.	-35%	.
CCn1c(SCc2nc3scc(-c4ccccc4)c3c(=O)[nH]2)nnc1-c1cccs1	?	-15%	-14%	-25	-1	?	-16
CCCOc1ccc(/C(O)=C2/C(=O)C(=O)N(CCCn3ccnc3)C2c2cccs2)cc1 (stereo unspecified)	15%	0%	7%	-10	16*	-22%	13
Cc1ccc(NC(=O)COC(=O)Cc2csc(-c3cccc(F)c3)n2)cc1C	-12%	-4%	?	-11	1	-35%	12
COC(=O)c1ccc(C(=O)N2CCCC(CNC(=O)c3ccc(F)cc3)C2)cc1 (stereo unspecified)	5%	-3%	-10%	-8	3	-13%	-4
CN(Cc1ccccc1)S(=O)(=O)c1cn(C)cn1	3%	9%	3%	3	4	-12%	14
Clc1ccc(Nc2ccc(NCc3ccccc3)nn2)cc1	-5%	-9%	-6%	50	34*	-44%	60*
COc1ccc(CC(=O)NNC(=O)COc2ccc3ccccc3c2)cc1	-1%	32%[activator][2.32 µM]	-2%	?	-2	5%	-10
O=C(c1cccs1)N1CCN=C1SCc1ccc(Cl)cc1	-6%	6%	-3%	24	-3	-5%	-6
CN(C(=O)COC(=O)/C=C/c1ccccc1[N+](=O)[O-])c1ccccc1	2%	-14%	3%	-9	13	-2%	40
CCn1[nH]c(=O)c(=Nc2c(C)n(C)n(-c3ccccc3)c2=O)cc1-c1ccc(Cl)cc1	11%	-10%	3%	65	-2	123%[activator]	-5
O=C1CCCN1CCCNCC(=O)N1c2ccccc2Sc2ccccc21	-28%	23%	4%	11	1	2%	18
NC(=O)c1oc2ccccc2c1NC(=O)Cc1ccccc1	2%	7%	-17%	-14	-2	-23%	.
O=c1c2c3c(sc2ncn1/N=C/c1ccc(Br)o1)CCCC3	13%	-16%	5%	?	5	-2%	-20
NC(=O)C1CCN(C(=O)c2ccc(NC3=NC4CS(=O)(=O)CC4S3)cc2)CC1 (stereo unspecified)	-1%	8%	-15%	7	-10	-7%	-7
O=C(NCc1ccccc1Cl)C1CCC(CNc2nc(=S)[nH]c3ccccc23)CC1 (stereo unspecified)	4%	26%	7%	-26	-2	-24%	-23
CCOC(=O)c1c(C)[nH]c(C(=O)OCC(=O)NC(C)(C)C)c1C	-3%	-7%	1%	-80*	23*	-13%	10
CCN(CC)c1ccc(CN(C)CCc2ccc(OC)c(OC)c2)cc1	?	-17%	?	-2	-3	-10%	-19
CCN(CC)c1nc(C)cc(OP(=S)(OC)OC)n1	-1%	.	.	.	8	.	-14
Cc1[nH]c2c(Cl)cccc2c(=O)c1CN1CCCC1	-11%	-14%	-18%	19	-1	-13%	-6
Nn1c(SCc2nc3ccccn3c2Br)nnc1-c1cccnc1	-12%	1%	-9%	56	-1	-22%	-11
